Source: PubChem BioAssay
A549 viability = counter-screen for Nrf2 inhibitors: cytotoxicity in A549 cells | A549 ARE-Fluc cells, CellTiter-Fluor viability, 18-24 h | Potency, µM (titrated, usually from 46 µM), inactives show at the highest dose activity change, negative = cytotoxicity, most hits filed as inhibitors | 0.16% of 390,000 active | AID 504648; also: % is scaled to controls: 0 for no effect and ±100 for the full control effect
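A549 ARE_Fluc cells in 5% FBS OPTI-MEM were exposed to compounds in concentration-response for 18-24 h at 37 deg C. Viability was read by CellTiter-Fluor fluorescence (Ex 405/Em 525) after 30 min, before the luciferase read.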
ATXN2 expr inh = ATXN2 expression inhibition; 0.72% of 360,000 active; Potency, µM (top dose mostly 57 µM), inactives show top-dose activity change, negative = inhibition, actives largely listed as inhibitors; AID 1745845; HEK-293 ATXN2-luciferase reporter, luminescence, 24 h; also: % is scaled to controls: 0 for no effect and ±100 for the full control effect; nearly all actives have a fitted effect of over 55% in size
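ATXN2-luciferase reporter cells (luciferase flanked by upstream and downstream ATXN2 gene portions) were treated 24 h at 37 °C with compounds at up to 57 uM. SteadyGlo luminescence gave expression; GF-AFC fluorescence gave viability.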
MCF10A rereplic = inducers of DNA re-replication in MCF 10A breast cells | MCF 10A DNA re-replication, Hoechst nuclear intensity, 48 h | Potency, µM (doses to about 46.1 µM), for inactives: at the top dose activity, positive = re-replication, usual class: activators | 2.9% of 350,000 active | AID 624296; also: % of control where 0% means no effect; nearly all actives have a fitted effect of over 50% in size
HepG2 viability = counter-screen for TGF-b inhibitors: cytotoxicity in HepG2 cells; HepG2 CAGA-GFP viability, ATP luminescence, 18 h; Potency, µM (doses to about 46.1 µM), without a hit: at the highest dose activity change, negative = cytotoxicity, most hits filed as cytotoxic; 0.76% of 410,000 active; also: some results filed as inactive show a strong effect at the top dose
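HepG2 CAGA-GFP cells (1000/well, DMEM with 1% FBS) received compound, then TGF-beta at 500 pg/mL final, and were incubated 18 hours at 37 degrees C. Viability was read by CellTiter-Glo luminescence. Media-only wells were set as complete cell-killing and DMSO as no toxicity.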
Nrf2 ARE act = activates Nrf2 signaling; AID 624171; AREc32 ARE-luciferase reporter (MCF7-derived line), luminescence, 24 h; 0.31% of 410,000 active; Potency, µM (series often up to 46.1 µM), for inactives: at the top dose activation, most hits filed as activators; also: % of control where 0% means no effect; nearly all actives have a fitted effect of over 65% in size
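AREc32 cells carrying an ARE-driven firefly luciferase reporter were seeded at 1000 cells/well in OPTI-MEM with 5% FBS, then exposed to compound for 24 hr at 37 deg C. Luminescence was read with Steady-Glo after 30 min at RT.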
Nrf2 block = blocks Nrf2 signaling. A549 ARE-Fluc reporter, luciferase luminescence, 18-24 h. Potency, µM (doses to about 46 µM), for inactives: at the top dose activity change, negative = inhibition, usual class: inhibitors. 2.1% of 360,000 active. AID 504444; also: % is scaled to controls: 0 for no effect and ±100 for the full control effect; nearly all actives have a fitted effect of over 60% in size
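Quantitative HTS in A549 cells stably bearing an antioxidant response element-firefly luciferase construct. Inhibition of Nrf2-driven transcription was scored by luminescence after 18-24 h of compound exposure at 37 °C.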
EPAC2 antagonist = antagonists of human EPAC2. Q8WZA2. EPAC2 GEF exchange of Rap1B-BODIPY-GDP, fluorescence. Potency, µM (doses to about 114 µM), without a hit: at the highest dose activity, negative = inhibition, hits mostly inhibitors. 0.18% of 360,000 active; also: % is scaled to controls: 0 for no effect and ±100 for the full control effect; nearly all actives have a fitted effect of over 45% in size; many of its hits are not listed in these tables
Target sequence (Q8WZA2 whole entry, looked up): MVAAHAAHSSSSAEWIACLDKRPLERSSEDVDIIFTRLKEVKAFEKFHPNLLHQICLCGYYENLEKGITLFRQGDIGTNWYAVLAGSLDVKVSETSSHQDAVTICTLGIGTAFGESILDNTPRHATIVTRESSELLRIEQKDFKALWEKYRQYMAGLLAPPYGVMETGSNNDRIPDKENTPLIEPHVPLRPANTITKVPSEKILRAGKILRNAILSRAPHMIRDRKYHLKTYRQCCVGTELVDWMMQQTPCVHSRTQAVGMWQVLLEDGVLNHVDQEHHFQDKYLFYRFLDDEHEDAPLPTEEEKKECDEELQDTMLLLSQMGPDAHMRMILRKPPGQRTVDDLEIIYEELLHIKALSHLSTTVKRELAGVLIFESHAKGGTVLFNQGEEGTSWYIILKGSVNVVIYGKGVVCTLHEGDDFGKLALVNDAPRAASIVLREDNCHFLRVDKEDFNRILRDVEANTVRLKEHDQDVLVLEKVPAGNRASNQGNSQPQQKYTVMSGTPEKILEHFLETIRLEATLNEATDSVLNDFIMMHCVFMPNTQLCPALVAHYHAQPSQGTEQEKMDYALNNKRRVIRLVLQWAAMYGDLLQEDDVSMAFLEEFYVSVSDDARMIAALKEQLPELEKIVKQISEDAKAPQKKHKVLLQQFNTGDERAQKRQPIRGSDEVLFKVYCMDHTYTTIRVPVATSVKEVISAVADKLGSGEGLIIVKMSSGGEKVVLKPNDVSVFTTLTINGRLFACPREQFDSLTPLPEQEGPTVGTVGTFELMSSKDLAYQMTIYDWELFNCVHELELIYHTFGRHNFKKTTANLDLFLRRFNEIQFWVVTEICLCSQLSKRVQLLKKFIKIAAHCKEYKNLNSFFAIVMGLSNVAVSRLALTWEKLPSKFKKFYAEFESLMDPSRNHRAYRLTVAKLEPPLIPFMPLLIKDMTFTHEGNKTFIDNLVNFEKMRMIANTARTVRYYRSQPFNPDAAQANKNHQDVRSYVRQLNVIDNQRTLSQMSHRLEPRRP
ATXN viability = reduces viability in counter-screen for ATXN expression inhibitors. S2 cells (HEK-293 line with an ATXN2-luciferase reporter) viability, CellTiter-Fluor protease fluorescence, 24 h. Potency, µM (series often up to 56.7 µM), hits mostly cytotoxic. 0.49% of 400,000 active. AID 651635; also: nearly all actives have a fitted effect of over 40% in size
TGFb inhibitor = TGF-b pathway inhibition; Potency, µM (doses to about 46.1 µM), without a hit: at the highest dose activity, negative = inhibition, hits mostly inhibitors; HepG2 CAGA-GFP TGF-b/SMAD3 reporter, GFP fluorescence, 18 h; TGF-beta stimulated, 500 pg/mL final; 1.2% of 410,000 active; AID 588855; also: % is scaled to controls: 0 for no effect and ±100 for the full control effect; nearly all actives have a fitted effect of over 65% in size
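HEPG2 CAGA-GFP reporter cells (1000/well, DMEM with 1% FBS) received compounds, then recombinant TGF-beta at 500 pg/mL final for 18 hours at 37 degrees C. Per-cell GFP summed per well was normalised to unstimulated and stimulated DMSO controls before curve fitting.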
* marks the source's active call; other numbers are inactive results; i = inactive; ? = inconclusive; / = not tested or not shown; & = joins results of further samples; [ ] = dose if it differs, or a comment. Calls follow the shape of the dose curve; as a rule, active = well fitted curve in the direction sought with a large enough effect; inconclusive = small, poorly fitted or top-dose-only effect, or another doubt; inactive = no such curve, though single readings can be large; an effect the other way counts as inactive or inconclusive. Potency is read from the fitted curve at half-maximal effect. An excerpt (hit frequency here may not be typical).

SMILES | A549 viability | ATXN2 expr inh | MCF10A rereplic | HepG2 viability | Nrf2 ARE act | Nrf2 block | EPAC2 antagonist | ATXN viability | TGFb inhibitor
Cc1cccc(N2CCN(C(c3ccccc3)c3nnnn3C(C)(C)C)CC2)c1C (configuration not stated) | -19% | -35% | 18% | -30% | -0.1% | ? | -5% | ? | 3%
CSc1nc(Cl)c(Cc2ccc(OCC(C)C)cc2)c(N2CCOCC2)n1 | 1% | -14% | 14% | -3% | 0.2% | -17% | -12% | i | -26%
COC(=O)CN(C(=S)Nc1ccc(F)cc1)C1CC(=O)N(c2ccccc2)C1=O (configuration not stated) | 2% | 3% | -3% | -18% | 2.8% | -2% | -1% | i | -7%
COc1ccc(NC(=S)Nc2cc(C)cc(C)n2)cc1OC | 3% | 5% | -51%[inhibitor] | 7% | 0.3% | 4% | 9% | i | 7%
Cc1c(C#N)c(O)[nH]c(=O)c1N=Nc1ccc(Br)cc1C(=O)O | -21% | 0% | -12% | -4% | 0.2% | -12% | -29% | ? | -24%
COc1ccc2sc(-c3ccc(N(C)C)cc3)c(C#CCO)c2c1 | 0% | 8% | ? | -36% | 11% | -18% | -2% | / | ?
Cc1ccc(S(=O)(=O)N(C)c2ccc(C(=O)NCC(c3cccs3)N3CCOCC3)cc2)cc1 (configuration not stated) | 0% | -6% | -3% | -6% | 0.0% | -2% | -14% | i | 2%
O=C1NCCc2c1[nH]c1ccc([N+](=O)[O-])cc21 | -6% | -2% | 1% | -81% | 2.9% | ? | 0% | i | 13%
NC(=O)CC1Nc2cccc3cccc(c23)NC1=O (configuration not stated) | 0% | -8% | -4% | -18% | -0.3%[9.22 µM] | -2% | 5% | i | ?
CSc1nc(N)nc(SCC(=O)Nc2ccc(Cl)cc2)c1C#N | ? | 1% | 1% | -51% | 17% | 15µM* | -6% | i | ?
Cc1ccc(N2C(=O)CSC23C(=O)N(CC(=O)NC2CCCCC2)c2ccccc23)cc1 (configuration not stated) | -5% | 5% | / | 3% | -0.2% | ? | / | i | 23%
CCOC(=O)c1ccc([N+](=O)[O-])cc1NC(C)=O | -1% | 5% | 0% | -34% | -0.1% | 3% | 13% | i | -8%
CCc1ccccc1N(CC(=O)N1CCCCC1)S(=O)(=O)c1ccccc1 | -7% | -11% | 0% | -29% | -1.0% | -2% | 0% | ? | ?
Cc1cccc(N(CC(=O)N2CCOCC2)S(C)(=O)=O)c1C | -1% | -2% | 329%[0.0737 µM] | 4% | -0.2% | 5% | 6% | i | -3%
COc1cc2c(cc1OC)C(c1ccsc1)CC(=O)N2 (configuration not stated) | -2% | 9% | 16% | 1% | 10% | / | -4% | i | 1%
Cc1cc(/N=C/C=C2\N(C)c3ccccc3C2(C)C)n(CCC#N)n1 | 15µM* | ? | 12% | -22% | 0.6% | ? | -3% | / | -19%
O=C(COc1ccc(S(=O)(=O)N2CCCC2)cc1Cl)N1CCN(c2ccccc2)CC1 | ? | -19% | -1% | -3% | 0.4% | ? | -4% | i | -14%
CC1CCCN(CCCNC(=O)CN2C(=O)CSc3ccc(S(=O)(=O)N4CCOCC4)cc32)C1 (configuration not stated) | 3%&13% | 3% | 0% | 5%&-27% | 0.4%&2.9% | 15% | 4% | ? | 10%&0%
CC(=O)c1ccc(N2CCN(S(=O)(=O)c3ccc4c(c3)CC(=O)N4)CC2)cc1 | 4%[92.2 µM] | 3% | -2% | -4% | -0.1% | 2%[92.2 µM] | 9% | i | -5%
C=CCNC(=O)c1onc(CSc2cccc(OCC)c2)c1C(=O)O | 0% | 1% | -29% | 1% | 0.1% | 23% | 12% | i | 0%
COc1ccccc1NC(=O)CCC(=O)Nc1ccccc1OC | 0% | -5% | 1% | -5% | -0.4% | -5% | -1% | i | 1%
CCc1nc2sc3c(c2c(=O)o1)CCCC3 | 0% | 6% | 3% | 29% | 3.6% | 12% | -12% | i | -17%
COc1ccc(/C=C/C(=O)NCC(=O)N/N=C/c2cc(Br)ccc2OC)cc1 | -9% | -3% | -6% | -44% | 2.8% | ? | 16% | i | -14%
CCc1cccc(C)c1NC(=O)C1CCCN(S(C)(=O)=O)C1 (configuration not stated) | -3% | 1% | -2% | -1% | -1.0% | 0% | 27% | i | -1%
CCOC(=O)CCCCCC(=O)Nc1ccc2c(c1)CC(=O)N([C@@H](C)CO)C[C@H](C)[C@@H](CN(C)Cc1ccccc1)O2 | -2% | 5% | -22% | 2% | 0.5% | 1% | -11% | i | 2%
O=C(NC1CC2CCCC(C1)N2C(=S)Nc1ccccc1Cl)C1CC1 (configuration not stated) | 1% | -2% | -3% | 17% | -0.8% | 2% | 5% | i | 7%
CC1(C(=O)NS(=O)(=O)c2cccc(Cl)c2)CCN1C(=O)Cc1ccc(-c2ccccc2)cc1 (configuration not stated) | / | -24% | / | -31% | -0.9% | / | -13% | i | 0%
O=C(COc1ccccc1)Nc1nnc(S(=O)(=O)Nc2ccccc2)s1 | -2%&5% | 2%&-1% | 1% | -1%&0% | -0.3%&0.0% | ? | 5% | i | 5%&-21%
O=C(CCS(=O)(=O)c1cc(Br)cc2c1N(C(=O)C1CC1)CC2)NCc1ccccc1Cl | -5% | 11% | / | -3% | 0.3% | -1% | / | i | -3%
Cc1c(C(=O)OCC(=O)Nc2ccc(S(N)(=O)=O)cc2)oc2c1ccc1ccccc12 | -24% | -10% | ? | -6% | -0.3% | ? | -6% | ? | 2%

Compound profiles, from the list above. Values in the order: A549 viability | ATXN2 expr inh | MCF10A rereplic | HepG2 viability | Nrf2 ARE act | Nrf2 block | EPAC2 antagonist | ATXN viability | TGFb inhibitor
O=C(CCS(=O)(=O)c1cc(Br)cc2c1N(C(=O)C1CC1)CC2)NCc1ccccc1Cl is listed as -5% | 11% | / | -3% | 0.3% | -1% | / | i | -3%
CC1(C(=O)NS(=O)(=O)c2cccc(Cl)c2)CCN1C(=O)Cc1ccc(-c2ccccc2)cc1 (configuration not stated) is listed as / | -24% | / | -31% | -0.9% | / | -13% | i | 0%
CCc1nc2sc3c(c2c(=O)o1)CCCC3 is listed as 0% | 6% | 3% | 29% | 3.6% | 12% | -12% | i | -17%

(more compounds)
SMILES | A549 viability | ATXN2 expr inh | MCF10A rereplic | HepG2 viability | Nrf2 ARE act | Nrf2 block | EPAC2 antagonist | ATXN viability | TGFb inhibitor
COc1cccc(NC(=S)NNC(=O)CCn2cc([N+](=O)[O-])cn2)c1 | 8% | 1% | 1% | 6% | 2.0% | 4% | 11% | i | 3%
S=C(Nc1ccccc1)Nc1ccccc1Br | ? | 21% | 2% | 1% | 0.0% | ? | 0% | i | 1%
CCc1ccc(N2C(=O)CN(Cc3ccccc3)C2=S)cc1 | -8% | 8% | -5% | -16% | -0.1% | 0% | -19% | i | 4%
Cc1cccc(C)c1NC(=O)NC1(C(=O)NCC2CCCO2)CCCCC1 (configuration not stated) | 14% | -11% | 12% | -9% | 2.0% | ? | -5% | i | -3%
O=C(CSc1ccc(-c2ccccn2)nn1)Nc1cccc(F)c1 | ? | ? | ? | -1% | 13% | ? | 12% | i | ?
CC(C)CCNC(=O)CN1C(=O)CSc2ccc(S(=O)(=O)N3CCCCC3)cc21 | -1% | / | / | -6% | 1.0% | / | / | / | -17%
N#Cc1ccc(C(=O)CN2CCN(c3ccccc3)CC2)cc1 | 0% | -11% | 13% | -5% | 0.6% | 20% | 5% | i | -26%
C=CCN1CCN(C(=O)c2ccc3c(c2)OCO3)CC1 | 0% | 8% | -4% | 2% | -1.0% | 9% | 1% | i | 1%
CCOC(=O)C1CCN(S(=O)(=O)c2cc(-c3onc(C)c3C)ccc2OC)CC1 | -1% | / | / | -2% | -0.1% | ? | / | / | 1%
CC(C)Sc1snnc1-c1ccccc1 | 5% | 3% | -6% | -2% | 0.1% | 0% | ? | i | -4%
CC(=O)Nc1nc(C2CC2)cc(-c2ccccc2)c1C#N | -1% | -1% | ? | -1% | -0.2% | -20% | 15% | i | 16%
Cc1nnc(SCC(=O)NNC(=O)COc2ccc(Cl)cc2)s1 | -11% | -3% | 1% | 7% | -0.5% | 4% | 2% | i | -12%
COc1ccc(CCNC(=O)CSc2cc(=O)[nH]c(N)n2)cc1OC | 12% | 0% | 0% | 24% | -0.5% | / | -5% | i | 6%
CC(C)(C)c1csc(N/N=C/c2ccc(O)cc2)n1 | -15% | 96%[activator] | ? | -54% | ? | 21% | -11% | i | ?
COc1ccc(CN2CC(=O)N(c3ccc(C)cc3C)C2=S)cc1OC | -14% | -33% | -1% | 7% | 0.2% | 13µM* | -11% | i | -1%
CC(NS(=O)(=O)c1ccc(Cl)cc1)C(=O)OCC(=O)Nc1ccc(N(C)C)cc1 (configuration not stated) | -7% | 6% | -1% | 3% | -0.4% | -4% | 2% | i | 7%
CC1(C)CC2(C)CC(=O)C1C(C(=O)O)C2C(=O)O (configuration not stated) | / | / | / | 1% | 0.1% | / | 9% | ? | -9%
CC(=O)SCC(=O)N=c1sc2cc(F)ccc2n1C | 0% | -25% | ? | -12% | 5.5% | / | 1% | i | 6%
C=CCc1cc(OC)ccc1OCCN(C)Cc1ccccc1 | 9% | -23% | ? | -17% | 5.5% | 8% | -7% | i | -1%
CCc1cc2c(NCCO)ncnc2s1 | -15% | -3% | 2% | -6% | -1.0% | 3% | 13% | i | 2%
CCN1CCN(C2=C(NS(=O)(=O)c3ccccc3)C(=O)c3ccccc3C2=O)CC1 | 0% | / | ? | -115% | -4.2% | 0% | -4% | ? | 11µM*
COc1cccc(C(=O)NC(C)C(c2cccs2)N2CCN(C)CC2)c1 (configuration not stated) | 21% | -9% | 1% | -4% | 0.2% | 0% | 5% | i | 8%
CCOC(=O)CC1CCCCN1Cc1nc(-c2ccc(F)c(OC)c2)oc1C (configuration not stated) | 0% | -22% | 14% | -15% | 1.0% | -7% | -4% | i | -11%
COC(=O)c1cc(C(=O)OCC(=O)N(C)c2ccccc2)cc([N+](=O)[O-])c1 | 3% | -4% | 1% | -5% | -0.5% | 4% | -8% | i | ?
COCC(=O)NC1CC2CCCC(C1)N2Cc1ccccc1 (configuration not stated) | -12% | 4% | 2% | 1% | -0.5% | 4% | 5% | i | -2%
